CRFBP-R2 block = CRF-BP/CRF-R2 complex antagonism | HEK293 CRF-R2/CRF-BP, CRF-induced calcium fluorescence | inhibition, % at 11.8 µM | 350,000 compounds, 0.59% hits | AID 588475;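 active = inhibition of the ligand-induced calcium signal above about 50% at the single tested concentration, limit read from the data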
M5 PAM = CHRM5 positive allosteric modulation; 360,000 compounds, 0.3% hits; activation, % at 3 µM; CHO-K1 hM5, Fluo-8 calcium, ACh EC20 PAM; 0% = ACh EC20, 100% = ACh EC100; AID 624038; P08912;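 active = activation above the run cutoff, the mean activation of all test compounds plus 3 SD, cut at about 18% in these data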
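Measured by: Fluo-8 calcium fluorescence; material: human M5 receptor in CHO-K1 cells; schedule: Post-acetylcholine fluorescence recording 140 s; benchmarks: low control EC20 acetylcholine (0%), high control EC100 acetylcholine (100%); read-out: Max/basal fluorescence ratio as % of EC20–EC100 ACh window; compound: single dose, 3 µM nominal final test concentration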
TAAR1 antagonist = antagonists of human TAAR1. Q96RJ0. CHO RD-HGA16 TAAR1, Fluo-8 calcium fluorescence, antagonist. inhibition, % at 3 µM. 360,000 compounds, 1.5% hits;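 active = inhibition above a per-plate cutoff, the mean inhibition of test compounds on that plate plus 3 SD, cut at about 49% in these data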;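 note: 0% = DMSO plus EC80 beta-PEA response and 100% = DMSO alone without agonist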
Target sequence (Q96RJ0 whole entry, looked up): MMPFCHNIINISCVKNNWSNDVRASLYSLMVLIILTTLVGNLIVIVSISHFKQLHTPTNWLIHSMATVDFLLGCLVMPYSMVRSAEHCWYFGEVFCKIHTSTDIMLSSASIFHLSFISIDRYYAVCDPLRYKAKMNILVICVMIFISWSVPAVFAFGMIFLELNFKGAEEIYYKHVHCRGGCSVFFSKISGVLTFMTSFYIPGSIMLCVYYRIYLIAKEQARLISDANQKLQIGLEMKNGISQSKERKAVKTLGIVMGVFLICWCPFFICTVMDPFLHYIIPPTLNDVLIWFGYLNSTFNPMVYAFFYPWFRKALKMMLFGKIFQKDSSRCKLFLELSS
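Test system – hTAAR1-expressing CHO RD-HGA16 cells, Gα16-coupled · Reagent – β-PEA at EC80 concentration, post-compound challenge · Compound dosing – 3 µM, single point · Timing – 140 s kinetic read after compound, 140 s after agonist · Detection – Fluo-8 intracellular calcium dye fluorescence, real-time kinetic reads · Control set – DMSO and EC80 PEA controls · Repeats – n of 1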
CRFR2-BP ag = CRF-BP/CRF-R2 complex agonism | HEK293 CRF-R2/CRF-BP, calcium dye fluorescence (FLIPR); percent of saturating CRF peptide response | activation, % at 13.2 µM | 350,000 compounds, 0.46% hits;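 active = activation of at least 50%, plus an integration ratio under a set limit after plate pattern correction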;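 note: plate controls were neutral control wells without compound for no effect and CRF at EC100 for full effect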
TAAR1 ag = human TAAR1 agonism. CHO RD-HGA16 TAAR1, Fluo-8 calcium fluorescence; vehicle wells 0%, saturating PEA agonist 100%. AID 624467. activation, % at 3 µM. 360,000 compounds, 0.99% hits;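 active = activation above the mean activation of all test compounds in the run plus 3 SD, cut at about 38% in these data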
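System: CHO-derived RD-HGA16 cells with stable Gα16 and human TAAR1. Times: 17-24 h plating, Fluo-8 75 min 37 °C, 30 min RT. Measured by: calcium-sensitive Fluo-8 signal, excitation 470-495, emission 515-575 nm. Read-out basis: % activation relative to PEA EC100 response. Control set: DMSO and PEA EC100. Repeats: no replicates (n 1).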
M5 ag = CHRM5 agonism in calcium assay; activation, % at 3 µM; CHO-K1 hM5 cells, Fluo-8 calcium fluorescence; 0% DMSO wells, 100% maximal acetylcholine response; 360,000 compounds, 0.19% hits; P08912;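 active = activation above the run's mean over test compounds plus 3 SD, cut at about 23% in these data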;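 note: signal is peak over basal fluorescence ratio across the kinetic read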
M5 antag = antagonists of human muscarinic M5 receptor (CHRM5); inhibition, % at 3 µM; AID 624040; CHO-hM5 cells, Fluo-8 calcium fluorescence, ACh EC80; P08912; 360,000 compounds, 0.59% hits;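 active = inhibition above a per-plate cutoff, the mean of that plate's test compounds plus 3 SD, cut at about 27% in these data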;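 note: 0% = acetylcholine EC80 with DMSO and 100% = DMSO without agonist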
CHO-K1 Ca PAM = M1 PAM counterscreen hit in parental CHO-K1 cells. ATP EC20, Fluo-8 calcium fluorescence; 0% at ATP EC20, 100% at ATP max. activation, % at 3 µM. 360,000 compounds, 0.02% hits;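 active = activation above the run cutoff, the mean activation of all test compounds plus 3 SD, cut at about 40% in these data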;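 note: peak over basal fluorescence ratio in a 140 s read after ATP addition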
CHRM4 PAM = potentiates acetylcholine response at human M4 receptor; P08173; CHO-K1 hM4/Gqi5, Fluo-8 calcium fluorescence, ACh EC20; 0% = ACh EC20, 100% = maximal ACh; activation, % at 3 µM; 360,000 compounds, 0.4% hits; AID 624126;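 active = activation above its plate's cutoff, the mean activation of sample wells plus 3 SD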; note: some results filed as inactive read as strong as hits
Target sequence (P08173 whole entry, looked up): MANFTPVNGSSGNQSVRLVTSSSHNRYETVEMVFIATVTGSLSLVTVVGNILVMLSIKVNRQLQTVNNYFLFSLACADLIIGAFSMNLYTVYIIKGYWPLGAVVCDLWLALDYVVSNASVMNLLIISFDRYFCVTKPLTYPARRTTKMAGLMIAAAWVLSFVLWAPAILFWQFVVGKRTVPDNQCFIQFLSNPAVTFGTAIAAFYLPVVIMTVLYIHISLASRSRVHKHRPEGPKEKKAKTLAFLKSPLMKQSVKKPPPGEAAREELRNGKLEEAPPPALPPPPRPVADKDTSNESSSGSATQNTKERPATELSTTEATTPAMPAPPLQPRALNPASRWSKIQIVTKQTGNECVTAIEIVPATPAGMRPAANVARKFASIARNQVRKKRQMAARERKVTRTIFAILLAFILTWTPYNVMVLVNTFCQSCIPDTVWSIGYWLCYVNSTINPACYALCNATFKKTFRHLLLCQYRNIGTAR
* marks the source's active call; other numbers are inactive results; x = no result given.

SMILES	CRFBP-R2 block	M5 PAM	TAAR1 antagonist	CRFR2-BP ag	TAAR1 ag	M5 ag	M5 antag	CHO-K1 Ca PAM	CHRM4 PAM
CCC(=O)Nc1ccc(N2CCN(Cc3ccccc3F)CC2)cc1	0	-1	-3	0.9	6	1	-3	18	0
Cc1ccc(C(NC(=O)NN2CCN(C)CC2)C(Cl)Cl)cc1F (stereo unspecified)	-6	-6	-12	1.7	0	-8	12	-1	-4
CC(C)C[C@@H](CO)NS(=O)(=O)c1c(F)cccc1F	12	-6	5	-0.1	-1	0	10	10	9
COc1ccc(C(c2sc3nc(C)nn3c2O)N2CCCCC2)cc1 (stereo unspecified)	5	-6	-18	-1.1	0	-1	11	8	-2
CN(C)CCN(C(=O)c1ccc(S(=O)(=O)N(C)CC2CCCO2)cc1)c1nc2cc3c(cc2s1)OCO3 (stereo unspecified)	-3	-3	0	-2.9	2	-6	8	1	10
O=C(Cn1nnc2c(cnn2-c2ccc(F)cc2)c1=O)OC1CCCCC1	-7	6	1	0.2	3	-4	-1	3	-4
CCn1cc(C(=O)OCC(=O)c2cc(C)n(-c3ccc(OC(F)F)cc3)c2C)c(=O)c2ccc(C)nc21	60*	0	6	-2.5	-1	-4	-4	20	0
S=c1[nH]nc(-c2cccnc2)n1/N=C/C=C/c1ccccc1	-3	-4	-3	-0.9	-1	-2	7	12	4
O=C1Oc2ccccc2C2(O)C3CCCCCC3C12 (stereo unspecified)	-8	-5	-12	-0.3	9	0	-3	5	12
COC(c1ccccc1)(c1ccccc1)C(Oc1nccc(C)n1)C(=O)O (stereo unspecified)	-1	6	-35	-0.4	2	2	-2	8	-4
COc1ccccc1C(=O)N/C(=C/c1ccco1)C(=O)Nc1ccc(C(=O)O)cc1	-7	-3	-5	-0.1	0	-4	16	-8	6
CCCC1c2ccc(C)n2CCN1C(=O)Nc1ccccc1Cl (stereo unspecified)	-3	3	12	35	4	-6	1	18	8
O=C1CSC(=O)N1CC(O)COc1ccc(Cl)cc1 (stereo unspecified)	18	-3	-18	-0.8	1	-3	0	8	-1
COc1ccc2c(c1)c(=O)c(C(=O)c1ccc(C)cc1)cn2CC(=O)Nc1ccc(F)cc1	-14	-2	37	3.4	1	0	2	14	5
O=C(c1ccccc1)N1CCN(C(=O)c2cc3ccccc3oc2=O)CC1	-4	-1	-5	2.6	7	-3	8	-4	6
Cn1c(CCCNC(=O)c2ccccc2)nc2ccccc21	7	-7	11	0.2	0	-7	-3	18	1
Cc1ccc(S(=O)(=O)N2CCN(C(=O)c3n[nH]c(=O)c4ccccc34)CC2)c(C)c1	-11	-8	12	0.0	6	-2	4	12	6
NCCCNc1ccc([N+](=O)[O-])cc1C(F)(F)F	-4	6	0	-1.7	3	0	5	-4	1
Cc1ccccc1-n1c(SC/C(O)=C(\C#N)c2nc3ccccc3[nH]2)nnc1-c1ccncc1	-4	-1	31	5.5	12	0	-7	-5	-8
Cc1nn(Cc2ccc(C(=O)N3CCOCC3)o2)c(C)c1Br	16	-1	-17	1.1	4	-2	11	-2	-1

Full records, looked up by structure:
`COc1ccc2c(c1)c(=O)c(C(=O)c1ccc(C)cc1)cn2CC(=O)Nc1ccc(F)cc1` as listed: CRFBP-R2 block = -14; M5 PAM = -2; TAAR1 antagonist = 37; CRFR2-BP ag = 3.4; TAAR1 ag = 1; M5 ag = 0; M5 antag = 2; CHO-K1 Ca PAM = 14; CHRM4 PAM = 5
`COc1ccc(C(c2sc3nc(C)nn3c2O)N2CCCCC2)cc1` (stereo unspecified) as listed: CRFBP-R2 block = 5; M5 PAM = -6; TAAR1 antagonist = -18; CRFR2-BP ag = -1.1; TAAR1 ag = 0; M5 ag = -1; M5 antag = 11; CHO-K1 Ca PAM = 8; CHRM4 PAM = -2

Among those listed so far, these have a furan ring, fused or not.
SMILES	CRFBP-R2 block	M5 PAM	TAAR1 antagonist	CRFR2-BP ag	TAAR1 ag	M5 ag	M5 antag	CHO-K1 Ca PAM	CHRM4 PAM
COc1ccccc1C(=O)N/C(=C/c1ccco1)C(=O)Nc1ccc(C(=O)O)cc1	-7	-3	-5	-0.1	0	-4	16	-8	6
Cc1nn(Cc2ccc(C(=O)N3CCOCC3)o2)c(C)c1Br	16	-1	-17	1.1	4	-2	11	-2	-1

The list continues.
SMILES	CRFBP-R2 block	M5 PAM	TAAR1 antagonist	CRFR2-BP ag	TAAR1 ag	M5 ag	M5 antag	CHO-K1 Ca PAM	CHRM4 PAM
Fc1ccccc1N1CCN(c2nnnn2-c2ccccc2)CC1	-5	10	4	-1.1	8	2	-7	8	-8
COc1cccc(NC(=O)CSC(N)=O)c1	12	-5	-22	-4.3	2	4	3	12	6
Cn1c(=O)c(=O)n(C)c2cc(S(=O)(=O)CCC(=O)Nc3ccc(F)cc3)ccc21	-4	1	-12	-0.1	0	1	-2	2	-2
Cc1csc(=O)n1CCC(=O)OCC(=O)Nc1ccc(F)c(F)c1F	20	-3	-7	0.6	0	1	2	4	3
CC(C)(C)c1ccc(CN2N=Nc3ccccc3S2(=O)=O)cc1	7	4	32	16	8	2	-2	25	10
C[C@@H]1CC=C[C@@H]2[C@H]1C(=O)N(Cc1ccccc1)[C@H]2c1cccc(C#Cc2ccccc2)c1	5	3	-24	4.6	0	3	-9	18	1
Cc1csc(NC(=O)CSc2nnc(-c3ccncc3)n2C)n1	13	-4	5	-1.8	2	-2	11	10	19
Cc1ccc(OC(C)C(=O)Nc2ccccc2C(=O)N2CCOCC2)cc1 (stereo unspecified)	15	-11	5	-0.8	1	-4	21	17	-7
CCNC(=S)N/N=C/c1ccc(OCc2ccc(C(=O)OC)cc2)cc1	4	-3	-3	8.9	0	-4	-6	8	5
CCN(C(=O)COc1cccnc1[N+](=O)[O-])C1CCS(=O)(=O)C1 (stereo unspecified)	14	-4	3	-0.7	4	1	5	5	-2
CC(C)(C)C(=O)/C=C/c1ccc(Oc2ccccc2)cc1	-6	3	-16	2.1	3	1	-3	24	-3
COc1ccc(S(=O)(=O)N2CCCC2)c(Cl)c1Cl	-2	11	-1	1.2	4	-3	-14	2	12
O=C(CN1CCN(Cc2ccccc2)CC1)Nc1ccc(Cl)cc1	3	-4	-4	5.5	22	-7	4	7	-4
O=C1CC(=C2c3ccccc3-c3ccccc32)C(=O)N1CCN1CCN(c2ccccc2)CC1	19	2	13	1.2	3	2	-3	11	-2
COc1ccc(N2C(=O)CSC(c3ccccc3)C2=O)cc1 (stereo unspecified)	27	-8	-15	1.8	1	-3	24	13	3
COCCNC(=O)CN(c1ccc(C)cc1)S(=O)(=O)c1ccc(SC)cc1	2	3	3	-0.2	13	2	-5	5	2
O=C(NNC(=O)C1CC1c1ccccc1)c1cccc([N+](=O)[O-])c1 (stereo unspecified)	-18	-4	-11	0.2	0	2	11	-13	-1
Cc1ccc(NC(=O)CCCN2C(=O)/C(=C/C=C/c3ccccc3)SC2=S)cc1	-15	1	-1	6.2	0	-2	-6	11	-3
Cc1ccc(NC(=O)CN2CCN(S(=O)(=O)c3cccs3)CC2)cc1S(=O)(=O)N(C)C	3	-3	-10	8.4	4	-9	8	7	-6
CCOc1cc(C(=S)N2CCOCC2)ccc1OS(=O)(=O)c1ccc(NC(C)=O)cc1	10	-7	3	-1.2	6	5	8	11	-7
O=C(CN1CCN(Cc2ccccc2)CC1)N/N=C/c1cccnc1	8	-2	-22	-0.4	2	3	6	1	-1
N#Cc1c(NC(=O)CCN2C(=O)c3ccccc3C2=O)oc(-c2ccccc2)c1-c1ccccc1	-5	0	32	1.1	3	-1	2	17	2
COc1cccc(CC(NC(C)=O)C(=O)NC2CCN(c3c4c(nc5ncnn35)CCC4)CC2)c1 (stereo unspecified)	-11	-2	-24	-1.1	5	-3	2	18	1
CN(Cc1ccccc1)c1ccc(S(=O)(=O)N2CCC(C(=O)O)CC2)cc1[N+](=O)[O-]	-15	2	-2	0.1	1	1	7	17	6
Cc1cc(=O)nc2c3ccccc3n(C(C)C(=O)Nc3cc(F)ccc3F)n12 (stereo unspecified)	-3	-10	-13	2.0	2	-16	4	32	-8
CC1CCc2c(sc(NC(=O)c3noc4c3CCCC4)c2C(N)=O)C1 (stereo unspecified)	-10	-3	7	-0.8	-3	-1	14	-4	8
COc1cc(C=O)cc(Cl)c1OC(=O)N1CCOCC1	-11	-17	-11	1.6	5	1	19	0	-15
CCNC(=S)NNc1nnc(-c2ccccc2)c(-c2ccccc2)n1	-4	5	-8	-0.7	1	-1	1	0	-2
CC(=O)Oc1cccc(C(=O)Nc2ccccc2C(=O)N2CCCC2)c1	-6	2	-11	0.3	1	5	0	-10	-1
O=C1CCc2cc(NS(=O)(=O)c3ccc(F)cc3)cc3c2N1CC3	3	5	-21	-0.5	0	-1	0	-23	12
CCCCNC(=S)NNC(=O)c1nn(C)c(C)c1Cl	10	5	-13	-0.8	4	0	-2	6	-2
CCNc1nc(NCC)n2c(SCC(=O)c3ccccc3F)nnc2n1	6	4	-3	-0.3	1	-1	2	3	10
COc1ccc(CCCC(=O)NC2CCCCC2C)c(C)c1 (stereo unspecified)	-4	-3	-12	-1.1	12	-1	10	9	1
CSc1ccccc1NC(=O)c1ccc2c(c1)CCN2S(C)(=O)=O	8	-3	-11	-0.6	4	1	5	1	-9
O=C(CN1C2CCC1CC(NC(=O)NC1CCCCC1)C2)NC1CC1 (stereo unspecified)	-6	-4	-7	-2.8	-2	-3	2	3	-5
COc1ccccc1NC(=O)C(C)Sc1nnc2ccccn12 (stereo unspecified)	6	0	-8	0.1	1	-1	9	11	5
CC1(C)Cc2c(sc3c2C(=O)N(c2ccccc2)C2=NCCCN23)CO1	-11	-4	19	0.7	1	-3	12	18	-3
Cc1cccc(C)c1NC(=O)CN(c1ccccn1)S(=O)(=O)c1ccc(F)cc1	-4	-2	-2	-1.6	15	-2	15	-13	-5
Cc1cccn2c(=O)c3cc(C(=O)NC4CCCC4)c(=N)n(CCc4ccccc4)c3nc12	18	1	-6	3.3	14	-6	-1	0	-4
COc1ccccc1C1(CCNS(=O)(=O)c2ccc(C)cc2)CCOC(C(C)C)C1 (stereo unspecified)	13	-8	1	2.5	-4	-6	1	14	-15
O=C(O)/C=C/c1cn(Cc2ccccc2Cl)nc1-c1ccccc1	4	20*	-10	-1.4	5	0	-4	10	-3
CC(=O)C1C(=O)CC(C)(O)C(C(C)=O)C1c1ccccc1 (stereo unspecified)	7	-2	6	2.6	6	0	-6	-10	5
C#CCOCCOCCOCCNc1nc(N2CCN(C(=O)CCCCCCCCCCNC(=O)[C@H]([C@@H](C)CC)n3cc(CCCCCN)nn3)CC2)nc(N2CCN(C(=O)CCCCCCCCCCNC(=O)[C@H](CCCCN)n3cc(CCCC(=O)O)nn3)CC2)n1	-40	-3	x	25	x	3	6	6	-3
Cc1cccc(CSC(Nc2ccc(F)cc2)=C(C#N)C#N)c1	67*	-15	27	73*	7	6	30*	0	-14
CNc1nc(C)c(C(C)(C)C)s1	-7	0	-20	-0.4	0	-1	2	-9	-9

Bioassay records deposited in PubChem BioAssay by several laboratories.
